TNAP activation fold – stimulation of alkaline phosphatase TNAP activity – biochemical, luminescent, no phosphate acceptor, uHTS, primary screen (AID 1001). purified TNAP, luminescent activation assay, no phosphate acceptor; higher activation fold means a stronger effect. one-dose activation fold at 20 µM; EC50 in µM for titrated hits. 200,000 tested, 0.03% active; in the data active = activation fold from about 3, or a potency from the dose series; inactive = the rest, 99 in 100 with activation fold below about 1.6; also: many of its hits are not listed in these tables
T cell modulator – T cell immune modulators affecting CD8 T cell-vesicle binding | 2C CD8+ T cell-vesicle binding, flow cytometry; active compounds read low | calls only at 7 µM | 330,000 tested, 0.068% active | AID 2052;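 active = response, share of CD8 T cells binding vesicles, and their 90th percentile fluorescence all below set limits, cut at about 80% in these data, passing the limit was not always enough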
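Material: murine 2C transgenic CD8+ T lymphocytes / Also added: QL9-peptide-loaded Drosophila micro-vesicles bearing Ld, ICAM-1 and B7-1 / Schedule: binding step 1.5 h, 37 °C, antibody labelling 20 min, ice / Signal: flow cytometry, PE anti-B7-1 (FL2) versus Alexa647 anti-CD8 (FL8), PFA-fixed / Evaluation: percent CD8+ FL2 mean versus row control / Benchmarks: naked versus QL9-loaded vesicles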
bCat nuc transl – alters nuclear translocation of beta-catenin in HeLa cells. immunofluorescence imaging. nuclear translocation activity, % at 5 µM. 190,000 tested, 0.3% active. AID 1665;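 active = nuclear translocation activity above 50% at 5 µM, with a well cell count of 50 or more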;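 also: per-cell ratio of nuclear to cytoplasmic median beta-catenin stain intensity; plate controls were DMSO negative control for no effect and GSK-3 inhibitor IX positive control for full effect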
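assay system = human HeLa cells, endogenous beta-catenin | times = compound treatment 24 h, 37°C, 5% CO2 | detection = Anti-beta-catenin immunofluorescence on PFA-fixed, Triton-permeabilized cells, DAPI nuclei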
PMI inhibitors – MPI enzyme activity inhibition – biochemical, fluorescence intensity, coupled assay, primary screen (AID 1209). purified PMI enzyme, coupled fluorescence intensity; higher % means a stronger effect. one-dose inhibition, % at 20 µM; IC50 in µM for titrated hits. 190,000 tested, 0.42% active; in the data active = inhibition above about 50%;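 also: plate controls were DMSO vehicle for no effect and wells lacking substrate for full effect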
Insulin prom up – MIN6 insulin promoter up-regulation | MIN6 insulin promoter-GFP reporter, high-content imaging; active compounds read high | z-score at 5 µM | 190,000 tested, 0.3% active;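 active = z-score above 3 at 5 µM with at least 500 cells counted in the well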
Myeloid diff 2 – compounds promoting myeloid differentiation | 360,000 tested, 1% active | ER-HoxA9 myeloid progenitors, lysozyme-GFP differentiation, flow cytometry | AID 624256 | calls only at 10 µM;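 active = normalized GFP-positive differentiation at or above the plate's own cutoff, the solvent-only control mean plus 3 SD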;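 also: cells exposed to compound for four days before flow analysis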
Lipid droplet – modulators of hepatic lipid droplet formation. AML12 mouse hepatocytes, oleate lipid droplets, BODIPY imaging. 240,000 tested, 0.4% active. AID 1656. inhibition, % at 6.5 µM;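 active = lipid droplet intensity inhibited by at least 50%, with more than 500 cells counted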
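material = mouse AML12 hepatocyte cell line, fixed after treatment | also added = 100 µM oleic acid challenge | doses = compound at 6.5 µM only | schedule = overnight exposure | technique = Image-based BODIPY and DAPI two-channel analysis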
Dynein transport – blocks dynein driven cargo transport along microtubules; 3617.4 mouse cells, GR-EGFP nuclear translocation imaging; test concentration mostly 20 µM; stimulated with dexamethasone, 1 µM; active compounds read low; z-score, hits read low; 220,000 tested, 0.47% active;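 active = plate z-score of nuclear minus cytoplasmic receptor signal below a set negative limit, without overly bright fluorescence or cell loss, cut at about -3.5 in these data, passing the limit was not always enough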;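 also: z-score of nuclear minus cytoplasmic ring GR-EGFP intensity difference per well; some compounds called inactive have numbers as strong as hits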
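Schedule: 48 h induction, then 1 h compound, then 30 min agonist, 37 °C. Buffer or medium: tetracycline-free induction medium containing charcoal-stripped FBS. Reagent: 1.0 µM final dexamethasone stimulus. Evaluation: nuclear versus cytoplasmic GR-EGFP signal, averaged per well. Signal: high-content fluorescence imaging after fixation.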
MT stabilize HCS – microtubule stabilizers in HeLa cells | HeLa tubulin immunostaining HCS, 24 h; share of cells brighter than vehicle mean+2SD | % tubulin-high responders, % at 10 µM | 200,000 tested, 0.83% active | AID 2205;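 active = plate Z-score above 3 for both tubulin-high and condensed-nucleus cell shares, with cell loss under 80%, at 10 µM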;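 also: anti alpha tubulin signal scored within the nucleus-defined area of each cell; some results filed as inactive read as strong as hits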
Dynein transport cytoplasmic EGFP – recorded beside Dynein transport, whose call it bears; z-score; measured here: cytoplasmic GR-EGFP intensity; active compounds read high
Dynein transport nuclear GR-EGFP – further read-out of Dynein transport, marked with its call; z-score; measured here: nuclear GR-EGFP intensity;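 lower value marks the stronger effect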
Dynein transport cell count – also measured in Dynein transport; calls as there; z-score; measured here: cell count per field
Insulin prom up cell count – recorded beside Insulin prom up, whose call it bears; cell count; measured here: cytotoxicity, nuclei count;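 total cells summed across four imaged fields per well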
Lipid droplet cells 6.5 µM – second read-out of Lipid droplet, no call of its own (marks repeat the call); cell count; measured here: cell count, cytotoxicity flag;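 cells counted across two imaged fields per well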
bCat nuc transl cell count 5 µM – recorded beside bCat nuc transl, whose call it bears; cell count; measured here: cell count, cytotoxicity flag
T cell modulator vesicle-bound % – further read-out of T cell modulator, marked with its call; double positive events, %; measured here: CD8+ vesicle-bound cell fraction;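 binding gate set so that unloaded-vesicle control wells show 10% double positive cells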
MT stabilize HCS Hoechst-high % – further read-out of MT stabilize HCS, marked with its call; % Hoechst-high responders; measured here: nuclear condensation Hoechst responders;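 share of cells brighter than vehicle mean plus two SD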
MT stabilize HCS cytotoxicity % – second read-out of MT stabilize HCS, no call of its own (marks repeat the call); toxicity, %; measured here: cytotoxicity by cell density;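 0% = mean cell density of plate MIN control wells and 100% = no cells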
Myeloid diff 2 GFP+ MAC1+ % – recorded beside Myeloid diff 2, whose call it bears; GFP+ MAC1+ double positive, %; measured here: differentiation confirmed by MAC1 staining
Active calls of the source: *; i = inactive; . = not tested or not shown.

SMILES	TNAP activation fold	T cell modulator	T cell modulator vesicle-bound %	bCat nuc transl	bCat nuc transl cell count 5 µM	PMI inhibitors	Insulin prom up	Insulin prom up cell count	Myeloid diff 2	Myeloid diff 2 GFP+ MAC1+ %	Lipid droplet	Lipid droplet cells 6.5 µM	Dynein transport	Dynein transport cytoplasmic EGFP	Dynein transport nuclear GR-EGFP	Dynein transport cell count	MT stabilize HCS	MT stabilize HCS Hoechst-high %	MT stabilize HCS cytotoxicity %
O=C(N/N=C/c1ccncc1)c1ccc(NC(=O)c2ccc(Cl)cc2)cc1	1.1	i	55.5	-0.2	1156	-13.5%	-0.17	1243	i	0.2	-1.9	663	-0.152	-0.304	0.197	0.189	4.6	2.3	9.5
Cn1c(NC(=O)CCc2ccccc2)cc(=O)n(C)c1=O	1.1	i	24.0	-3.7	1149	-0.1%	-0.87	854	i	2.1	.	.	-0.514	-0.113	-0.106	-0.332	5.6	3.0	6.1
CCc1ccc2nc3sc(C(=O)N4CCc5ccccc54)c(N)c3cc2c1	1	i	59.2	0.0	555	-49.9%	4.93*	1053*	.	.	-6.5	788	-2.34	5	-0.524	0.902	6.2	2.4	9.7
COC(=O)c1c(NC(=O)C2CC=CCC2C(=O)O)sc(C(N)=O)c1C (stereo not drawn)	1	i	48.9	.	.	7.3%	1.89	821	i	0.6	.	.	1.51	-0.179	1.22	-0.223	2.4	0.8	5.4
COC(=O)c1sc2ccccc2c1C(=O)OC	1	.	.	-2.1	1213	-14.9%	.	.	i	7.4	-12.6	685	-0.441	-0.352	-0.0902	0.647	4.5	2.0	6.9
Cc1cc(C)n2c(SCC(=O)NCc3ccco3)nnc2n1	1.1	i	36.1	-2.0	1180	2.0%	0.66	1290	i	1.7	.	.	-0.0891	-0.214	0.104	0.609	1.8	1.6	6.9
CC(NC(=O)COc1ccccc1)C(c1ccccc1)N1CCN(C)CC1 (stereo not drawn)	1.1	i	23.8	0.1	1192	-0.8%	0.28	1026	i	0.6	.	.	1.06	-0.189	0.988	0.5	4.1	2.2	5.8
CCOc1ncccc1C(=O)OCC(=O)Nc1c(C)cccc1C	1.1	i	12.1	-0.2	986	-0.7%	-0.23	927	i	0.8	-21.7	730	-0.0293	-0.156	0.663	0.436	2.3	1.9	8.0
CC(=O)Nc1ccc(NC(=O)C2c3ccccc3Oc3ccccc32)cc1	1	i	18.1	-3.0	1069	-8.3%	0.55	1038	i	0.7	0.3	679	-1.01	-0.131	-0.466	0.803	1.7	2.0	7.0
CC(C)CCNc1nc2c(c(=O)[nH]c(=O)n2C)n1CC(O)COC(C)C (stereo not drawn)	1	i	58.0	.	.	-2.9%	-0.11	1265	i	0.8	-1.9	650	-0.866	-0.255	-0.0886	0.789	2.3	2.2	22.9
CCS(=O)(=O)N1Cc2ccccc2CC1C(=O)Nc1nccs1 (stereo not drawn)	0.9	i	35.1	-2.0	1042	3.1%	0.86	1561	i	0.3	-1.2	616	0.325	-0.186	0.237	-0.991	3.4	2.5	10.9
N#C/C(=C\c1cccnc1)c1nc2ccccc2[nH]1	.	i	52.4	21.9	565	.	0.12	1230	i	0.8	-37.7	712	-0.147	1.85	0.203	-0.311	.	.	.
CCNC(=S)N1CCC(c2nc3ccccc3s2)CC1	1.1	i	34.0	-0.2	1250	6.3%	0.13	1583	i	3.9	.	.	0.42	-0.192	0.221	-0.835	2.6	1.2	0.0
COc1cc(/C=N/NC(=O)c2ccccc2)ccc1O	1.1	i	5.9	-2.4	1111	-8.5%	-0.59	1220	i	0.6	-3.7	702	0.0804	-0.362	0.306	0.436	9.6	2.9	9.3
CCn1c(NCc2c[nH]c3ccccc23)nc2ccccc21	.	i	25.4	.	.	.	.	.	i	1.1	.	.	1.71	-0.145	1.5	-1.62	4.4	2.8	5.7
COc1ccc(-c2nc(CCNC(=O)c3ccc(Br)o3)cs2)cc1	1.1	i	16.1	1.3	1058	21.6%	-0.21	1794	i	2.5	-3.6	727	-0.803	-0.251	-0.481	0.737	2.8	3.1	3.6
O=C(NC(=S)Nc1ccc(Oc2ccc(Cl)cc2)cc1)c1ccccc1	1	i	11.3	0.2	1370	13.5%	-0.35	1535	i	1.3	.	.	0.421	-0.214	0.0174	0.623	1.2	1.6	5.4
O=c1[nH]c(-[n+]2ccccc2)c(/C=N/NC([S-])=Nc2ccccc2)s1	.	i	43.8	0.1	1089	.	0.16	1450	i	0.6	13.7	764	-0.0247	-0.276	-0.42	0.981	.	.	.
OC(COCCC12CC3CC(CC(C3)C1)C2)CN1CCCC1 (stereo not drawn)	1.1	i	23.0	0.9	1083	-13.4%	0.4	1175	i	0.0	15.6	723	-0.9	-0.331	-0.0761	1.68	4.6	2.5	1.0
O=C(Nc1nc(-c2cc(Cl)sc2Cl)cs1)c1ccc(Br)s1	1	i	26.8	-5.0	1163	2.3%	.	.	i	0.0	-13.5	776	-0.804	-0.246	-0.457	0.741	2.2	0.9	8.3
COc1ccc(CC2NCCC3(O)CCCCC23)cc1 (stereo not drawn)	1.1	i	66.6	-2.5	1241	-6.8%	0.09	1105	i	0.6	.	.	0.334	-0.215	0.34	0.0452	6.0	1.9	9.8
CN(C)S(=O)(=O)c1ccc(C(=O)Nc2nnc(-c3ccco3)o2)cc1	1.1	i	60.1	-0.6	1101	-22.0%	-0.24	1211	i	1.2	1.9	694	-0.0641	-0.221	-0.224	0.221	3.1	1.9	9.7
CC(=O)c1cccc(NC(=O)C23CC4CC(C2)CC(n2cncn2)(C4)C3)c1	1.1	i	16.2	.	.	-2.2%	0.3	1253	i	0.2	-3.1	697	-0.805	-0.139	-0.77	0.763	1.4	2.4	3.7
Cc1cccc(C)c1NC(=O)CNC(=O)C(NC(=O)c1ccc(C(C)(C)C)cc1)C(C)C (stereo not drawn)	1.1	i	44.6	0.3	1125	4.6%	-0.57	1528	i	0.7	19.3	646	-0.888	-0.255	-0.668	0.688	5.7	1.9	9.6
COc1ccc(OC)c(NC(=O)CSc2nc3ccccc3c3nc4ccccc4n23)c1	1	.	.	-0.8	1127	15.9%	0.11	1493	.	.	1.1	493	2.11	-0.361	1.29	0.328	5.4	2.6	5.2
COc1ccccc1CNCC(O)Cn1c2ccccc2c2ccccc21 (stereo not drawn)	1.1	i	56.7	0.9	824	13.0%	-0.93	951	i	0.1	11.2	640	1.98	-0.072	0.623	-0.908	9.0	4.3	14.3
COc1ccc(OC)c(S(=O)(=O)Nc2ccccc2F)c1	1.1	i	7.1	.	.	3.2%	0.72	1251	i	6.3	5.5	643	-0.69	-0.253	-0.316	0.854	2.4	1.5	4.7
CC1CC(NS(=O)(=O)c2cccs2)CC(C)(C)C1 (stereo not drawn)	1.1	i	8.5	.	.	3.4%	.	.	i	1.2	-6.8	774	-1.02	-0.133	-0.263	0.369	2.1	1.9	9.5
CCCc1ccc(NS(=O)(=O)c2c(C)oc(C)c2C(=O)OC)cc1	.	i	37.7	0.0	1319	.	0.62	923	i	0.4	-22.6	708	-0.152	-0.226	0.356	0.264	.	.	.
CCS(=O)(=O)N1CCN(c2ccc(C(=O)N3CCOCC3)cc2[N+](=O)[O-])CC1	.	i	56.8	-1.1	1319	.	0.35	968	i	0.7	-18.0	713	0.347	-0.236	0.164	0.29	.	.	.
Cc1cnccc1CN(C)Cc1cn(C)nc1-c1ccc(Oc2ccccc2)cc1	1	i	65.0	2.1	1474	14.4%	.	.	i	0.4	-1.8	724	-0.472	-0.254	-0.337	0.407	2.6	3.0	6.8
O=C(COC(=O)c1c2c(nc3ccccc13)/C(=C\c1cccs1)CCC2)Nc1ccccc1Cl	1	i	8.3	2.6	907	3.1%	-1.02	1199	i	0.1	-37.1	648	0.713	-0.215	0.363	-0.999	3.1	1.8	4.4
Cc1cccc(CNc2ncc(-c3cccc([N+](=O)[O-])c3)n2C)c1	1.1	i	26.7	0.2	1098	12.1%	-1.81	1297	i	1.8	-2.8	639	-0.169	-0.304	0.201	0.903	2.1	2.4	4.1
CC(C)(C)NC(=S)NCc1ccc2c(c1)OCO2	1	i	49.7	-1.4	975	-8.3%	-0.23	1384	i	1.0	26.1	686	-0.456	-0.276	-0.484	0.77	2.1	2.5	5.3
